# NPR2 activator – GC-B (human) receptor activation. activation, % at 10 µM. HEK293-GC-B cells, CNP EC30, cGMP TR-FRET; 0% at EC30 CNP, 100% saturating CNP. 0.11% of 370,000 active. P20594;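 active means activation at 10 µM reaching about 35% in either raw or pattern-adjusted values, limit read from the data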
# ASAP1 GAP inh – inhibitors of human ASAP1 ArfGAP activity. AID 624377. inhibition, % at 16.5 µM. Q9ULH1. ASAP1-stimulated ARF1 GTP hydrolysis, GDP FP detection. 0.19% of 360,000 active; in the data active means inhibition above about 25%;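 further: 0% = vehicle with enzyme and substrate and 100% = no enzyme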
# HTRA1 inhibitor – inhibitors of human serine peptidase HTRA1; Q92743; recombinant HTRA1, FP-rhodamine activity-based probe, fluorescence polarization; 0.5% of 340,000 active; inhibition, % at 5.96 µM; in the data active means inhibition above about 36%;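 further: 0% = enzyme with DMSO and 100% = wells lacking enzyme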
# rCAG RNA binder – molecules binding r(CAG) RNA repeats. r(CAG) RNA repeat, TO-PRO-1 dye displacement fluorescence. inhibition, % at 3 µM. 1.3% of 370,000 active. AID 651821;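 active means inhibition above the plate cutoff, the mean of all test compounds on that plate plus 3 SD, cut at about 35% in these data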;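 further: 0% = DMSO alone and 100% = 100 µM mitoxantrone as full dye displacement; higher means more dye released from RNA so lower well fluorescence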
# ARFGAP1 inh – inhibitors of rat ARFGAP1. Q62848. Arfgap1-stimulated ARF1 GTP hydrolysis, GDP FP detection. inhibition, % at 16.5 µM. 0.26% of 360,000 active. AID 651572;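 active means inhibition above a per-plate limit, mean inhibition of low control wells plus 3 SD, cut at about 25% in these data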;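 further: 0% = DMSO wells with enzyme and 100% = wells lacking Arfgap1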
#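 Replicates: Single well per compound | Assay system: Truncated rat Arfgap1 GAP domain | Control set: No-Arfgap1 wells (100%) versus DMSO full-reaction wells (0%) | Times: Enzyme reaction 120 min at 25 °C after 20 min preincubation | Reagent: Human ARF1(Δ1-17)-GTP substrate | Measured by: Tracer-displacement fluorescence polarization with EDTA stop, 620/688 nm | Measure: Percent inhibition of Arfgap1-stimulated GTP hydrolysis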
# Rev-erbA mod – modulators of human Rev-erb alpha DNA binding | 0.79% of 370,000 active | P20393 | Rev-erbα–FITC-DNA binding, fluorescence polarization, 90 min | activity, % at 10 µM;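 active means activity above about 14%, limit read from the data; passing the limit was not always enough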;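 further: 0% = DMSO wells with 35 nM protein and 100% = DMSO wells with 750 nM protein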
# PG9 binder – PG9 antibody binding by small molecule; TR-FRET gp120-PG9 antibody binding; inhibition, % at 6.7 µM; 0.43% of 360,000 active; in the data active means inhibition above about 8.5%
# GC-A act – GC-A (human) enzyme activation; P16066; AID 1671463; 0.14% of 370,000 active; HEK293 GC-A cells, cGMP TR-FRET, EC30 ANP; 0% at EC30 ANP, 100% saturating ANP; activation, % at 10 µM; in the data active means activation above about 40%
# ABHD4 inh – inhibitors of mouse ABHD4; Q8VD66; purified mABHD4, FP-Rh probe fluorescence polarization; inhibition, % at 8.92 µM; 0.54% of 370,000 active; AID 720543;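 active means inhibition exceeding the mean over every tested compound plus 3 SD, cut at about 30% in these data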;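 further: 0% = plate median of compound wells and 100% = S159A mutant with DMSO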
#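 Test system: mouse ABHD4 enzyme, wild type. Reagent: FP-Rh fluorescent activity-based probe, added after compound pre-incubation. Timing: pre-incubation 45 min, probe exposure 60 min, at 25 °C. Technique: FP readout, ex 525 nm / em 598 nm. Benchmarks: high control S159A mutant with DMSO, low control median of compound wells.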
# SMARCA2 act – activators of SMARCA2 function; MG213 cells, MMTV-luciferase reporter, dexamethasone, overnight; activation, % at 9.1 µM; 1% of 370,000 active; AID 652017; in the data active means activation above about 7.8%;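 further: 0% = vehicle wells and 100% = reference activator wells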
# An asterisk follows results filed as active; / = no result given; & = joins results of further samples.
SMILES,NPR2 activator,ASAP1 GAP inh,HTRA1 inhibitor,rCAG RNA binder,ARFGAP1 inh,Rev-erbA mod,PG9 binder,GC-A act,ABHD4 inh,SMARCA2 act
CN(CC(=O)Nc1ccc(N2CCOCC2)cc1)C(=O)c1cccc(Cl)c1Cl,-2,-12,16,-1,10,-1,-0.1,3,4,-2
COc1cccc(C2C3=C(CCCC3=O)Nc3[nH]n(-c4ccccc4)c(=O)c32)c1 (stereo unspecified),-6,-3,6,10,-4,-1,-7.9,-6,-4,-1
Cc1c(NC(=O)C(C)OC(=O)c2cc(-c3cccc4ccccc34)nc3ccccc23)c(=O)n(-c2ccccc2)n1C (stereo unspecified),4,2,0,5,4,6,1.8,3,5,0
CC(OC(=O)c1cc(=O)[nH]c2ccccc12)C(=O)N1C(C)CCCC1C (stereo unspecified),2,-2,5,4,-2,-3,0.0,-2,0,-3
CCOC(=O)C1CCN(c2c(NCc3ccc(C(=O)NCCC(C)C)cc3)c(=O)c2=O)CC1,-1,-4,5,-9,-8,4,-1.9,-4,5,0
CCN(CC)CCCN(Cc1cc2cc3c(cc2[nH]c1=O)OCCO3)C(=O)Nc1ccc(F)cc1,-8,0,-8,7,0,2,1.9,-6,-5,4
COc1ccc(C(=O)NCc2nnc(SCC(=O)Nc3cc(OC)ccc3OC)o2)cc1,-2,5,-6,-2,1,-5,-1.5,1,1,-1
C/C(=C(\C#N)C(=O)NC1CCCCC1)N(C)C,3,-5,6,1,3,-2,-0.9,12,7,0
COc1cccc(COC(=O)c2cc(=O)[nH]c3ccc(S(=O)(=O)N4CCOCC4)cc23)c1OC,-6,-7,-2,11,-4,4,0.2,-7,1,-1
CCOC(=O)N1CCC(=C2c3ccc(Cl)cc3CCc3cccnc32)CC1,-10,10,-12,-1,8,8&-7,-1.8,-18,-8,-2
COc1cccc(OCc2nnc(-c3cccs3)o2)c1,1,0,-3,1,5,8,-3.0,-3,-7,2
COc1cc2c(cc1NC(=O)COCC(=O)O)oc1ccccc12,2,2,-8,5,8,-5,-0.1,0,1,2
Cc1nn(Cc2ccc(C(=O)NN)o2)c(C)c1Cl,3,-6,-20,11,2,-4,-3.3,-1,-12,-6
CCc1cccc(CC)c1NC(=O)C1CN(S(=O)(=O)c2ccccc2)CCN1S(=O)(=O)c1ccccc1 (stereo unspecified),2,13,-18,5,-6,1,0.3,3,-1,-1
O=C(NNC(=S)Nc1ccc(Cl)cc1)c1ccccc1OC(F)F,2,3,9,13,-7,5,0.3,-2,5,-3

# 3 entries from above, sorted by the number in SMARCA2 act, rising.
structure | SMARCA2 act
CCOC(=O)N1CCC(=C2c3ccc(Cl)cc3CCc3cccnc32)CC1 | -2
C/C(=C(\C#N)C(=O)NC1CCCCC1)N(C)C | 0
CCN(CC)CCCN(Cc1cc2cc3c(cc2[nH]c1=O)OCCO3)C(=O)Nc1ccc(F)cc1 | 4

# The list continues:
SMILES,NPR2 activator,ASAP1 GAP inh,HTRA1 inhibitor,rCAG RNA binder,ARFGAP1 inh,Rev-erbA mod,PG9 binder,GC-A act,ABHD4 inh,SMARCA2 act
COc1cccc(/C=N/NC(=O)CN2CC(c3ccccc3)CC2=O)c1OC (stereo unspecified),1,4,1,-1,-2,0,-2.6,-1,15,-4
CNc1nc(-c2cccc(C(=O)N(C)C)c2)cn2ccnc12,-1,-7,/,1,4,3,-1.2,0,-1,4
CCc1ccc(S(=O)(=O)NCC2(N3CCOCC3)CCCCC2)cc1,-1,-12,-1,0,-13,2,0.9,-2,-5,-1
CCCCCC(=O)Nc1cccc(C2=NOC3(C2)C[C@H](C(N)=O)N(C(=O)c2ccccc2C(=O)c2ccccc2)C3)c1 (stereo partly specified),-9,-12,-18,5,3,-3,-0.7,-2,-16,-2
COc1ccccc1N(C)S(=O)(=O)c1ccc(Cl)c(C(=O)NCCCN2CCOCC2)c1,0,-6,-2,-9,-7,0,-0.1,1,-3,-3
Cn1nc(C(F)(F)F)c2cc(C(=O)O)sc21,2,-1,9,0,14,-5,-2.0,-3,-1,7
O=C(CS(=O)(=O)Cc1ccccc1)Nc1nnc(C2CCCCC2)s1,0,1,-1,15,-1,2,-2.2,4,0,-2
Cc1ccc(C(=O)N(Cc2cccs2)C2CCS(=O)(=O)C2)cc1 (stereo unspecified),0,4,-4,-3,-4,-1,-1.9,-1,6,-1
CC(C(=O)Nc1ccccc1Cl)c1ccc([N+](=O)[O-])cc1 (stereo unspecified),1,8,5,3,-2,2,-0.6,1,-1,0
CC(=O)N/C(=C\c1ccccc1)C(=O)OCC(=O)N(C)C1CCS(=O)(=O)C1 (stereo unspecified),1,1,-1,0,0,-3,-2.3,0,-2,4
Cc1cccc(C2=NNC(=O)C(c3ccc(Cl)cc3)C2)c1 (stereo unspecified),-9,-2,-7,-4,-1,-7,-1.9,-29,-4,0
Cc1ccc(S(=O)(=O)Nc2cccc3cccnc23)c([N+](=O)[O-])c1,0,-8,7,10,0,6,0.5,7,3,-12
c1ccc(-c2c[nH]c3cccc(C4CCCCC4)c23)cc1,-7,/,/,4,/,5,/,-6,4,-1
COC(=O)c1cc(C(=O)OCC(=O)Nc2ccccc2OC(F)F)cc([N+](=O)[O-])c1,-4,-6,-2,0,-7,1,-0.7,5,-1,0
O=C(O)c1ncc(-c2ccccc2)cn1,2,1,-4,3,6,0,0.8,0,-10,-2
Cc1cc(C)cc(NS(=O)(=O)c2ccc(NC(=O)c3ccccc3C(=O)O)cc2)c1,4,5,/,1,0,3,-0.6,2,2,-2
O=C(c1cc2cc(Br)ccc2o1)N1CCCCC1,1,1,1,-4,-13,-1,-2.1,1,2,4
Fc1cccc(Cl)c1Cn1nnc2c(-n3ccnc3)ncnc21,8,-1,-1,0,-2,1,-2.1,9,6,-2
CCOc1ccccc1NC(=O)C(OC(=O)c1ccc(N(C)C)cc1)c1ccccc1 (stereo unspecified),11,-4,-8,4,-2,-1,-0.4,2,0,1
COc1cccc(C(c2c(O)nc(SC)n(C)c2=O)c2c(O)nc(SC)n(C)c2=O)c1,7,-1,0,3,-2,-2,0.3,6,-1,3
COc1ccc(C(=O)N/C(=C\c2cc(OC)c(OC)cc2[N+](=O)[O-])C(=O)NCCO)cc1,0,7,2,3,6,4,1.7,-1,2,-3
Cc1ccc(C(NC(=O)c2ccccc2)C(Cl)(Cl)Cl)cc1 (stereo unspecified),-5,1,-14,-1,1,1,-3.2,-5,-8,2
CN(CC1COc2ccccc2O1)C(=S)NC1CCCCC1 (stereo unspecified),-2,17,-12,-7,9,-3,0.7,7,10,-3
Cc1ccc(C)c(NCCCCCCCC(=O)O)c1,-1,-2,/,9,8,6,-1.8,3,1,-3
O=C(COC(=O)c1ccc(=O)[nH]c1)Nc1cccc(S(=O)(=O)N2CCOCC2)c1,9,-3,7,8,-1,3,-0.7,3,-5,1
COc1ccc(/C=C2/C(=O)N(c3ccccc3)N=C2C)c(OC)c1,-9,1,-3,4,6,3,-2.3,3,-3,-4

# Ordered by count of non-hydrogen atoms (rising): 3 of the compounds above
SMILES,NPR2 activator,ASAP1 GAP inh,HTRA1 inhibitor,rCAG RNA binder,ARFGAP1 inh,Rev-erbA mod,PG9 binder,GC-A act,ABHD4 inh,SMARCA2 act
O=C(c1cc2cc(Br)ccc2o1)N1CCCCC1,1,1,1,-4,-13,-1,-2.1,1,2,4
Cc1ccc(C(NC(=O)c2ccccc2)C(Cl)(Cl)Cl)cc1 (stereo unspecified),-5,1,-14,-1,1,1,-3.2,-5,-8,2
COc1ccc(/C=C2/C(=O)N(c3ccccc3)N=C2C)c(OC)c1,-9,1,-3,4,6,3,-2.3,3,-3,-4

# Rewritten with values under each structure: five of the compounds above
# Sequence of screens: NPR2 activator	ASAP1 GAP inh	HTRA1 inhibitor	rCAG RNA binder	ARFGAP1 inh	Rev-erbA mod	PG9 binder	GC-A act	ABHD4 inh	SMARCA2 act
> COc1ccccc1N(C)S(=O)(=O)c1ccc(Cl)c(C(=O)NCCCN2CCOCC2)c1
    0	-6	-2	-9	-7	0	-0.1	1	-3	-3
> Cn1nc(C(F)(F)F)c2cc(C(=O)O)sc21
    2	-1	9	0	14	-5	-2.0	-3	-1	7
> O=C(CS(=O)(=O)Cc1ccccc1)Nc1nnc(C2CCCCC2)s1
    0	1	-1	15	-1	2	-2.2	4	0	-2
> Cc1ccc(C(=O)N(Cc2cccs2)C2CCS(=O)(=O)C2)cc1 (stereo unspecified)
    0	4	-4	-3	-4	-1	-1.9	-1	6	-1
> CC(C(=O)Nc1ccccc1Cl)c1ccc([N+](=O)[O-])cc1 (stereo unspecified)
    1	8	5	3	-2	2	-0.6	1	-1	0
